Screening data (PubChem BioAssay)
FN deposit inh – fibronectin deposition inhibition; inhibition, % at 12.6 µM; actives 0.086% (n = 350,000); AH1F fibroblasts, Alexa488-fibronectin deposition fluorescence, overnight;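 active = mean inhibition across replicates of 30% or more, regardless of how many single replicates reach that level; inconclusive = mean under 30% yet at least half of replicates reach 30%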;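 also: positive control wells lacked labelled fibronectin entirely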
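Material: AH1F fibroblast monolayer depositing Alexa488-labelled fibronectin into matrix / Amount: 10000 AH1F cells per well / Signal: fluorescence 485/525 nm / Medium: DMEM, 2% serum / Compound: single dose, pinned / Incubation: 1 h cell adhesion before compound, then overnight fibronectin incubation / Reagent: Alexa488-FN, 24 nM final / Read-out: inhibition of fibronectin deposition signal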
PglD DTNB – PglD (C. jejuni) enzyme inhibition. purified PglD enzyme, DTNB colorimetric CoA detection. inhibition, % at 12.5 µM. actives 0.098% (n = 360,000). AID 602405; in the data active = inhibition above about 16%, passing the limit was not always enough; inconclusive = no clear call, values can overlap the other calls; also: strong numbers were not always called active
F508del corr – CFTR F508del correction in bronchial cells; actives 0.36% (n = 350,000); activity (quench increase), % at 7.58 µM; CFBE cells, YFP halide quenching; stimulated with forskolin plus potentiator P3; % fluorescence drop versus neutral controls; AID 720511;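 active = mean added fluorescence quench of at least 8% versus neutral control, with both replicates also reaching 8%; inconclusive = only one of the mean or replicate conditions met; inactive = mean below 8% and not both replicates reaching 8%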;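 also: cells transiently co-express mutant CFTR-F508del with the halide-sensitive YFP; corrector assay measuring rescue of mutant channel to the surface after 24 h compound exposure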
GSIS activator – GLuc luminescence reporter in INS-1E cells, primary screen for activators of glucose-dependent secretion of insulin; INS-1E GLuc reporter insulin secretion, 2-3 h; activation, % at 16.6 µM; actives 0.61% (n = 370,000);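 active = lowest replicate activation of at least 40%, so every replicate reaches that level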;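 also: 0% = median of neutral control wells and 100% = median of IBMX positive control wells; some compounds called inactive have numbers as strong as hits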
miR-122 sensor – inhibitors of miR-122 in Huh7 cells | Huh7 miR-122 Renilla luciferase sensor, 48 h; neutral wells = 0, positive control = 100 | activation (reporter increase), % at 12.5 µM | actives 0.3% (n = 340,000) | AID 602342;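 active = mean replicate activation score at least 90 and every replicate individually at or above 90; inconclusive = only one of the two criteria met; inactive = neither criterion met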;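 also: higher luciferase means less miR-122 activity so hits act as miR-122 inhibitors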
PGC1a acetyl inh – PGC1a acetylation modulation, inhibitor mode; U2OS PGC1a acetylation, AlphaScreen anti-acetyl-lysine; with virally co-expressed GCN5 acetyltransferase; inhibition, % at 15.6 µM; actives 0.17% (n = 350,000);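 active = every replicate shows inhibition of at least 40%; inconclusive = mean inhibition at least 40% but some replicate below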;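 also: 0% = neutral control wells and 100% = positive control wells; some results beyond the cut were filed as inactive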
C2C12 statin – protects C2C12 myotubes from simvastatin toxicity | AID 602340 | actives 0.78% (n = 330,000) | rescue of ATP level, % at 7.49 µM | ATP luminescence, 48 h; scaled: DMSO 0, geranylgeraniol control 100;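 active = mean ATP rescue above about 67%, or every replicate alone reaching that limit, limit read from the data, passing the limit was not always enough; inconclusive = no clear call, values can overlap the other calls; inactive = mean under the limit and some replicate under it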;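 also: myotubes were challenged with 10 µM simvastatin during compound exposure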
Cneo AK release – causes C. neoformans cell lysis | adenylate kinase release luminescence, 4 h; normalised: neutral wells 0, clomiphene wells 100 | lysis activity, % at 15 µM | actives 0.2% (n = 360,000) | AID 651654;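 active = mean lysis activity across replicates of at least 80%, whatever share of replicates individually reach that level; inactive = mean lysis activity below 80%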
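Material – log-phase Cryptococcus neoformans yeast cells · Input – 5 × 10^6 yeast cells/mL · Medium – fresh YPD growth medium · Doses – single compound concentration per well · Timing – static 4 h at 37 °C with compound, 1 h detection · Detection – adenylate kinase release luminescence · Read-out – signal increase indicating cell lysis · Control set – Clomiphene as positive lysis control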
The depositor's hits bear a star; ? = inconclusive; . = no result given; & = joins results of further samples; [ ] = dose if it differs, or a comment.

SMILES	FN deposit inh	PglD DTNB	F508del corr	GSIS activator	miR-122 sensor	PGC1a acetyl inh	C2C12 statin	Cneo AK release
COc1cccc(/C=N/NC(=O)CSc2nnc(C)n2-c2ccccc2)c1O	.	-54	.	.	-3	5	26	-2
CC(C)(C)c1ccc(OCc2ccc(C(=O)N/N=C3\CC4CC=CC34)cc2)cc1 (stereo unspecified)	.	-9	.	-30	6	.	.	0
NC(=O)CNc1ncc(C(F)(F)F)cc1Cl	-8	-5	0.2	0	1	1	6	1
COc1ccc(N2CC(C(=O)NC3CC(C)(C)NC(C)(C)C3)CC2=O)cc1 (stereo unspecified)	-10	12	-5.6	12	.	.	-2	-4
Cc1ccc(C(=O)N2CCN(c3ccc(NC(=O)COc4ccccc4C)cc3)CC2)cc1	.	-1	-1.9	1	-30	.	8	2
CC1(C)CC(=O)C2=C(C1)OC(N)=C(C#N)C2c1ccccc1OC(=O)N1CCOCC1 (stereo unspecified)	.	0	.	.	-7	-7	12	1
COc1cccc(-c2ccc(C3[C@H]4CNC[C@@H]3N4C(=O)Nc3ccccc3F)cc2)c1 (stereo partly specified)	-12&-4	.	-5.1&-1.5	9&-12	.	-4&5	.	.
Cc1cc(C)n2nc(SCc3cccc(S(=O)(=O)N(C)C)c3)nc2n1	-7	2	0.9	1	.	-5	25	1
O=S(=O)(c1ccc(Br)cc1Cl)N1CCCN(c2ccc(C(F)(F)F)cn2)CC1	-11	4	.	.	.	-14	-8	-6
Cc1ccc(C(C)C)c(OCCNC(=O)c2cncc(Br)c2)c1	.	-7	.	.	3	-19	9	-6
COc1ccc(C#Cc2cnc3c(c2)C(=O)N([C@H](C)CO)C[C@H](C)[C@H](CN(C)C(=O)NC(C)C)O3)cc1OC	-5	7	0.5	-5	-7[16.7 µM]	-18	36	-1
Cc1sc2nc3n(c(=O)c2c1C)CCCCC3	.	-2	.	.	0	11	8	-1

Rewritten in CSV form: two of the compounds above
molecule,FN deposit inh,PglD DTNB,F508del corr,GSIS activator,miR-122 sensor,PGC1a acetyl inh,C2C12 statin,Cneo AK release
NC(=O)CNc1ncc(C(F)(F)F)cc1Cl,-8,-5,0.2,0,1,1,6,1
COc1cccc(/C=N/NC(=O)CSc2nnc(C)n2-c2ccccc2)c1O,.,-54,.,.,-3,5,26,-2

Molecules listed so far containing bromine:
SMILES	FN deposit inh	PglD DTNB	F508del corr	GSIS activator	miR-122 sensor	PGC1a acetyl inh	C2C12 statin	Cneo AK release
O=S(=O)(c1ccc(Br)cc1Cl)N1CCCN(c2ccc(C(F)(F)F)cn2)CC1	-11	4	.	.	.	-14	-8	-6
Cc1ccc(C(C)C)c(OCCNC(=O)c2cncc(Br)c2)c1	.	-7	.	.	3	-19	9	-6

Copied from the list:
Under PglD DTNB, CC(C)(C)c1ccc(OCc2ccc(C(=O)N/N=C3\CC4CC=CC34)cc2)cc1 (stereo unspecified) has the entry -9
Under C2C12 statin, Cc1sc2nc3n(c(=O)c2c1C)CCCCC3 has the entry 8

(cont.)
SMILES	FN deposit inh	PglD DTNB	F508del corr	GSIS activator	miR-122 sensor	PGC1a acetyl inh	C2C12 statin	Cneo AK release
CC(=O)C(Cc1ccccc1)(Cc1ccccc1)C(C)=O	-3	-3	-1.3	2	1	-10	7	-2
Cc1ccc(NC(=O)C2C3C=CC4(O3)C2C(=O)N(CCCN2CCCCC2)C4C(=O)NC2CCCCC2)cc1C (stereo unspecified)	6	-9	1.6	-8	3	.	6	-1
Cc1noc(C)c1S(=O)(=O)N(CC(=O)NCCc1ccccc1)c1ccc(C(C)C)cc1	-6	-5	-2.8	1	-7	.	-7	1
CC1CCN(Cc2nnc(-c3cccc(Br)c3)o2)CC1	5	0	-0.8	-6	-1	-5	-26	1
COc1ccc(C(=O)CSc2nccc(=O)[nH]2)cc1	.	4	.	.	-8	2	13	3
C[C@@H]1CN([C@@H](C)CO)C(=O)c2cccc(NC(=O)Nc3ccc(F)cc3)c2O[C@@H]1CN(C)Cc1ccccc1	.	0	2.9	-4	10[16.7 µM]	0	-20	-2
CC(C)(C)OC(=O)N[C@@H](COCc1ccccc1)C(=O)N[C@@H](CO)[C@H](O)[C@@H]1C[C@@H]1C(=O)NC1CCCCC1	4	2	1.1	-17	-4	3	4	-2
CC(C)(C)OC(=O)NCCc1nnc(SCc2ccc(Cl)cc2)o1	4	4	.	.	-10	?	8	1
CO[C@@H]1CC[C@H]2CCOc3c(C#N)cccc3C(=O)N(C)C[C@@H](c3ccccc3)CC(=O)N(C)C[C@H]1O2	3	2	-2.3	4	.	5	-2	-6
CC(C)NC(=O)NCC[C@H]1CC[C@H](NC(=O)c2ccc(F)cc2)[C@@H](CO)O1	-14	0	1.1	26	1[16.7 µM]	5	-13	-1
CN(C)N(Cc1ccccc1)C(=O)C(O)(c1ccccc1)c1ccccc1	-5	-1	-1.1	-28	-1	.	-6	1
COc1ccc(CN(CC2CCCO2)S(=O)(=O)c2ccc(C(=O)O)cc2)cc1OC (stereo unspecified)	.	3	.	.	2	-8	-9	0
O=S(=O)(c1ccc(F)c(F)c1)N1CCN(Cc2ccc3c(c2)OCO3)CC1	.	2	.	-15	3	-20	17	1
CC(NC(=O)c1ccccc1Cl)C(=O)OCc1cn2cc(Cl)ccc2n1 (stereo unspecified)	-5	-6	-2.3	7	-6	-4	2	-2
CC(NC(=O)CCNC(=O)c1ccco1)c1ccccc1 (stereo unspecified)	0	7	2.0	11	0	-17	3	0
CCOC(=O)C1CCN(Cc2ccc(O)c(OC)c2)CC1	-1	0	.	-15	7	-1	4	.
O=C(NCc1ccc(F)cc1)c1cnc2sccn2c1=O	-9	-1	-2.6	8	-1	6	4	0
CCc1ccccc1NC(=O)CCS(=O)(=O)c1ccc(Br)cc1	-2	0	-0.3	-1	-2	7	10	-5
Cc1cc(C)c(-c2csc(NC(=O)C3=COCCO3)n2)cc1C	-6	5	3.8	-16	0	-12	-33	-1
CC1=CCC2C(=O)N(c3ccc(N4CCOCC4)cc3)C(=O)C2C1 (stereo unspecified)	0	-7	-1.7	3	-2	0	3	-1
CS(=O)(=O)c1ccc(C(=O)N2CCN(S(=O)(=O)c3ccc(C4CCCCC4)cc3)CC2)cc1	0	6	2.0	7	.	.	0	-1
Cc1cc(C)c(C#N)c(SCC(=O)Nc2nonc2N)n1	14	2	-2.5	5	-1	5	-10	-1
COc1cc(OC)cc(C(=O)Nc2ccc3c(c2)CCCN3C(=O)c2cccs2)c1	9	0	-0.1	5	-10	3	-39	7
O=C(COC(=O)COc1ccc(Cl)cc1Cl)NC1CCS(=O)(=O)C1 (stereo unspecified)	-3	-6	1.8	-5	-7	-4	4	0
Cc1ccc(S(=O)(=O)N(C)C[C@H]2Oc3ccc(NC(=O)Cn4cnnn4)cc3CC(=O)N([C@H](C)CO)C[C@H]2C)cc1	.	-1	-2.1	7	-12[16.7 µM]	-9	-1	-2
O=C(Cn1cc(C(F)(F)F)ccc1=O)N1CCN(S(=O)(=O)c2ccccc2)CC1	-1	-1	.	10	-2	1	-6	1
CN1CCN(C(=O)CCC(=O)c2ccc(F)cc2)CC1	.	-1	.	.	-4	7	.	0
CC1(C)CC(NC(=O)COc2ccc(Br)cc2Cl)CC(C)(C)N1	1	-4	2.1	38	-4	1	-1	-2
O=C(CN1CCOCC1)Nc1ccc(Cl)cn1	3	-1	1.4	4	-7	5	-5	0
COc1ccc(S(=O)(=O)N2CCCC(C(=O)Nc3ccc4c(c3)OCCO4)C2)cc1 (stereo unspecified)	.	0	2.0	-1	-1	-18	-2	5
C[C@@H]1CN([C@@H](C)CO)C(=O)Cc2cc(NC(=O)C3CC3)ccc2O[C@H]1CN(C)C	-9	8	0.0	1	0[16.7 µM]	-1	-13	0
COc1cccc(NC(=O)N[C@H]2C=C[C@@H](CC(=O)Nc3ccccc3)O[C@@H]2CO)c1	-11	5	3.7	6	.	-1	-3	50
O=C(CNC(=O)c1ccc(Br)cc1)c1ccccc1	-2	5	-3.2	.	1	16	3	-1
C[C@@H]1CN([C@@H](C)CO)C(=O)c2cccc(NC(=O)Nc3ccc(C(F)(F)F)cc3)c2O[C@H]1CN(C)S(=O)(=O)c1ccc(Cl)cc1	.	10	-3.0	23	-10[16.7 µM]	-11	-5	-1
Cc1ccc(S(=O)(=O)N2CCOCC2)cc1NC(=O)CSc1nc(N)cc(N)n1	8	-4	0.5	-7	-2	-8	-10	0
Cc1ccc(-c2nn(-c3ccc(F)cc3)cc2C(=O)NCCCN2CCCC2=O)cc1	.	-1	0.4	9	-4	.	1	-1

Some of these compounds in order of the PGC1a acetyl inh value, high to low:
compound,PGC1a acetyl inh
O=C(CN1CCOCC1)Nc1ccc(Cl)cn1,5
COc1cccc(NC(=O)N[C@H]2C=C[C@@H](CC(=O)Nc3ccccc3)O[C@@H]2CO)c1,-1
C[C@@H]1CN([C@@H](C)CO)C(=O)c2cccc(NC(=O)Nc3ccc(C(F)(F)F)cc3)c2O[C@H]1CN(C)S(=O)(=O)c1ccc(Cl)cc1,-11

The list goes on:
SMILES	FN deposit inh	PglD DTNB	F508del corr	GSIS activator	miR-122 sensor	PGC1a acetyl inh	C2C12 statin	Cneo AK release
CC(=O)Nc1ccc(Oc2cc(C#N)c(C#N)cc2N2CCCCCC2)cc1	.	0	.	.	-6	-20	13	2
Cc1ccccc1Oc1ccc2c(c1)[C@@H]1C[C@H](N(C)C(=O)NC3CCCCC3)[C@H]([C@H](C)O)C(=O)N1CC2	0	2	-1.2	-3	-5	-16	6	-2
CC(C)C(=O)Nc1ccc(C(=O)Nc2ccc(Br)cc2F)cc1	-2	.	-1.7	22	2	-6	.	.
O=C(Cn1cnc([N+](=O)[O-])c1)NC1CCCC1	-4	-2	-0.5	3	-9	-10	11	2
